ELG1 genotox: induces genotoxicity in HEK293T cells with luciferase-tagged ELG1. HEK293T ELG1-luciferase reporter, luminescence, 16 h. Potency, µM (titrated, usually from 46 µM), for inactives: top-dose activity change, positive = activation, hits mostly activators. actives 1.3% (n = 330,000); also: potency is read from the fitted curve at half-maximal effect; % of control where 0% means no effect; nearly all actives have a fitted effect of over 60% in size
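Quantitative HTS format in 1536-well plates. HEK293T ELG1-luciferase reporter cells receive test compound and are incubated 16 hr at 37 °C, 5% CO2; ONE-Glo added, 30 min room temperature, then luminescence read.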
p53 reactivation: restores transcriptional activity of mutant p53 | AID 504706 | H1299 p53-A138V BP100-luciferase reporter, luminescence, 24 h | actives 0.063% (n = 320,000) | Potency, µM (titrated, usually from 92.2 µM), for inactives: at the top dose activity change, positive = activation, actives largely listed as activators; also: potency is read from the fitted curve at half-maximal effect; % of control where 0% means no effect; nearly all actives have a fitted effect of over 45% in size
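p53-null H1299 cells stably carrying temperature-sensitive p53-A138V and a BP100-luciferase reporter were pinned with compounds (4-point, 1:5 series) and held 24 hrs at 37 deg C. Luminescence was read 10 min after detection reagent.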
uPA surface inh: inhibitors of cell surface uPA generation; Potency, µM (highest dose often 38.3 µM), without a hit: at the top dose activity change, negative = inhibition, actives largely listed as inhibitors; actives 0.31% (n = 330,000); cell surface uPA generation assay, qHTS; AID 540303; active = well fitted inhibition curve with a large enough effect; inconclusive = small, poorly fitted or top-dose-only effect; inactive = no such curve, though single readings can be large or run the other way; tested in mouse RAW 264.7 cells; also: potency is read from the fitted curve at half-maximal effect; % is scaled to controls: 0 for no effect and ±100 for the full control effect; nearly all actives have a fitted effect of over 55% in size
TRPV1 ag: activates the human vanilloid receptor TRPV1; TRPV1-expressing cells, Fluo-8 calcium influx, agonist mode; activation, % at 8.33 µM; actives 0.19% (n = 320,000); AID 540275; in the data active = activation above about 80%; inconclusive = between about 30% and that limit; also: 0% is about no effect
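TRPV1-expressing cells were cultured overnight at 35.5C and loaded with Fluo-8 calcium dye for 40 to 90 min at room temperature. After a 10 s baseline, compound was added and calcium influx was read kinetically for 3 min (ex 480/em 520 nm).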
USP2a inh: inhibitors of human ubiquitin-specific protease USP2a; O75604; USP2 core, Ub-CHOP2 coupled fluorogenic reporter, 485/531; Potency, µM (doses to about 38.3 µM), without a hit: at the highest dose activity change, negative = inhibition, usual class: inhibitors; actives 0.01% (n = 330,000);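 also: potency is read from the fitted curve at half-maximal effect; plate controls were DMSO wells for no effect and full inhibition by NEM control for full effect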
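Cell-free coupled assay: 10nM USP2 core preincubated 30min RT with compound in Tris-HCl pH 8.0/CaCl2/CHAPS buffer, then 25nM Ub-CHOP2 and 25nM reporter substrate; fluorescence (Ex 485/Em 531) read after 60min RT, normalized to NEM inhibition, concentration-response curves fitted.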
Eya2 inh: Eya2 (human) phosphatase inhibition; O00167; recombinant Eya2, OMFP fluorescence dephosphorylation (OMFP is methylfluorescein phosphate); Potency, µM (titrated, usually from 76.9 µM), for inactives: top-dose activity, negative = inhibition, actives largely listed as inhibitors; actives 0.006% (n = 330,000); also: potency is read from the fitted curve at half-maximal effect; % is scaled to controls: 0 for no effect and ±100 for the full control effect
Target sequence (O00167 whole entry, looked up): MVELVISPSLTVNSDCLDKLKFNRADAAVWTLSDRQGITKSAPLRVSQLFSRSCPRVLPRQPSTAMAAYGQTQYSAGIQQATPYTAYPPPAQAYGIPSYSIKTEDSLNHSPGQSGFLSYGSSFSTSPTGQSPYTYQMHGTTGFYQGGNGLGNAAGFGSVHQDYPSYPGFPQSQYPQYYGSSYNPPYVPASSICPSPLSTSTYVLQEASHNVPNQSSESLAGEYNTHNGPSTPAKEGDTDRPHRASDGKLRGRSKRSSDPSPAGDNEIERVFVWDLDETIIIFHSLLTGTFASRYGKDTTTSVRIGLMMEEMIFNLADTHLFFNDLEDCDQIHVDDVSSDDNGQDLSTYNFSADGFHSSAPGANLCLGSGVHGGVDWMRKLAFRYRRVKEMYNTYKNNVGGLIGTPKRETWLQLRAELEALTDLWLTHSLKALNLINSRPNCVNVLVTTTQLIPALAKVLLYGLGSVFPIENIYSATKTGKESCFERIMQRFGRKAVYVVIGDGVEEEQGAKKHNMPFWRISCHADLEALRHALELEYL
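Eya2 protein (added as 0.2 uM solution) was preincubated with compound for 10 min at ambient temperature in 50 mM HEPES pH 7.5, 50 mM NaCl, 5 uM MgCl2, 0.05% BSA, 1 mM DTT. OMFP (added at 50 uM) then reacted 10 min; fluorescence read at 485/525 nm.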
a7 integrin act: activates integrin-mediated alleviation for muscular dystrophy; alpha7betagal myoblasts, beta-gal FDG fluorescence, 48 h; actives 0.064% (n = 350,000); Potency, µM (highest dose often 38.3 µM), for the others: top-dose activation, actives largely listed as activators;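 also: potency is read from the fitted curve at half-maximal effect; 100% = response of the positive control SU9516; nearly all actives have a fitted effect of over 60% in size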
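Alpha7betagal+/- myoblasts (passage 13) were plated 16-24 hr, then exposed to compounds (1:260 dilution of DMSO stock) for 48 hours at 37C. After MPER lysis, β-galactosidase reporter activity was read as FDG fluorescence (ex 480/em 540) after 30 minutes.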
B2AR arrestin: beta2AR (human) beta-arrestin recruitment activity; Potency, µM (top dose mostly 46.1 µM), for inactives: top-dose activation, usual class: activators; beta-arrestin recruitment to beta2AR, cell-based reporter; actives 0.02% (n = 330,000);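 also: potency is read from the fitted curve at half-maximal effect; 0% = DMSO controls and full agonism = EC100 isoproterenol or metaproterenol; nearly all actives have a fitted effect of over 65% in size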
ASM inhibitor: inhibitors of human secretory acid sphingomyelinase | placental ASM, HMU-PC fluorogenic substrate, 60 min | Potency, µM (top dose mostly 57.5 µM), without a hit: at the top dose activity change, negative = inhibition, hits mostly inhibitors | actives 0.006% (n = 340,000) | P17405; also: potency is read from the fitted curve at half-maximal effect
Target sequence (P17405 47-631 limits assumed): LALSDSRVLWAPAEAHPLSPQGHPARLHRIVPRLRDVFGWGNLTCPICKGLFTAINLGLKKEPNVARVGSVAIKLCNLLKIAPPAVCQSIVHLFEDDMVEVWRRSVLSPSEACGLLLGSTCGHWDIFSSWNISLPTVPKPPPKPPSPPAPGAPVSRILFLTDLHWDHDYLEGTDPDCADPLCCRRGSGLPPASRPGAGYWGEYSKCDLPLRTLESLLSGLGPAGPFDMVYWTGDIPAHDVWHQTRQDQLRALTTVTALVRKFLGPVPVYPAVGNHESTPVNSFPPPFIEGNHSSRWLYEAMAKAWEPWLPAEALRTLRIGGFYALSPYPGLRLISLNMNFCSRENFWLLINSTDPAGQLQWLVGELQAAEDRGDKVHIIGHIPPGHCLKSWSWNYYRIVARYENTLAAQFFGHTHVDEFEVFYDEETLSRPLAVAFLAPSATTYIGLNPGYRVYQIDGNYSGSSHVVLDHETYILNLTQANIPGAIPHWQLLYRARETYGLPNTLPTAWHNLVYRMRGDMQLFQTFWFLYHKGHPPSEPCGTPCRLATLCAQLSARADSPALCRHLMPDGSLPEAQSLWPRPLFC
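Steps: dispense placental human ASM, pin compound, wait 10 min at room temperature, add HMU-PC0 substrate at 9 uM final, incubate 60 min at 37 °C, add stop solution raising pH to 10, read fluorescence.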
PTAP TSG101 blk: blocks PTAP/TSG101 interaction to inhibit HIV-1 budding; 340,000 tested, under 10 active; Potency, µM (top dose mostly 115 µM), for the others: top-dose activity change, negative = inhibition, actives largely listed as inhibitors; Fluorescence polarization, FITC-PTAP peptide / Tsg101 binding; AID 493005; Q99816; active = well fitted inhibition curve with a large enough effect in the main read-out, with a control signal flat, not every such curve was filed as active; inconclusive = small, poorly fitted or top-dose-only effect, or effect the other way, or a change in a side signal; inactive = no such curve, though single readings can be large or run the other way; also: potency is read from the fitted curve at half-maximal effect; % of control where 0% means no effect
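Steps: Tsg101 binding domain dispensed (10 uM final), compounds pinned in DMSO, FITC-labeled PTAP-motif peptide added (50 nM final); after 20 min binding at room temperature, polarization measured.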
BRCA1 expr act: BRCA1 expression activation. MCF7-BRCA1-FFLuc reporter, luminescence, 48 h; response scale: scaled: vehicle 0%, 10 µM genistein 100%. Potency, µM (top dose mostly 46.1 µM), for the others: at the highest dose activation, most hits filed as activators. actives 1.1% (n = 380,000); also: potency is read from the fitted curve at half-maximal effect; nearly all actives have a fitted effect of over 80% in size; some results filed as inactive show a strong effect at the top dose
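Reporter cells (MCF7, BRCA1 promoter-firefly luciferase) received library compounds across a concentration series for 48 h. End-point luminescence was measured and concentration-effect curves derived after normalization.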
Active calls of the source: *; u = inconclusive; x = no result given; [ ] = another dose, or the depositor's remark. Unless noted, calls follow the shape of the dose curve; as a rule, active = well fitted curve in the direction sought with a large enough effect; inconclusive = small, poorly fitted or top-dose-only effect, or another doubt; inactive = no such curve, though single readings can be large; an effect the other way counts as inactive or inconclusive.

item	canonical_smiles	ELG1 genotox	p53 reactivation	uPA surface inh	TRPV1 ag	USP2a inh	Eya2 inh	a7 integrin act	B2AR arrestin	ASM inhibitor	PTAP TSG101 blk	BRCA1 expr act
1	CCOC(=O)N1CCN(C(=O)c2ccc(CS(=O)(=O)c3ccccc3OC)o2)CC1	-2%	-12%	1%	1	-1%	-16%	-3%	-1.9%	1%	-4%	-16%
2	CCOC(=O)c1cc(-c2ccccc2)sc1NC(=O)C(C)OC(=O)c1ccncc1 (stereo not given)	-9%	5%	3%	-5	2%	-7%	-9%	9.6%	x	-3%	-1%
3	CC(C)c1ccc(Nc2nc(NCc3ccco3)nc(N3CCOCC3)n2)cc1	-1%	11%	3%	u	0%	-16%	0%	0.0%	-9%	-3%	-44%
4	Cc1ccc(F)cc1NC(=O)C1CC(=O)N(CCc2ccccc2)C1 (stereo not given)	-3%	4%	9%	u	6%	-1%	24%	-0.1%	1%	-2%	-6%
5	COc1ccc(S(=O)(=O)N2CCSC2c2ccc(N)cc2)cc1 (stereo not given)	-2%	-6%	1%	3	2%	4%	-19%	0.1%	4%	-10%	5%
6	Cc1cccc(-n2c(O)c(C=NC3CCS(=O)(=O)C3)c3ccccc3c2=O)c1 (stereo not given)	-5%	0%	-9%	0	6%	-6%	4%	-0.1%	1%	-6%	-6%
7	COc1ccc(CCNC(=O)C2CC(O)CN2S(=O)(=O)c2ccc(Cl)cc2)cc1OC (stereo not given)	1%	-7%	3%	x	0%	-10%	3%	0.3%	u	-5%	0%
8	O=C(NCCc1ccccc1)/C(=C\c1ccc([N+](=O)[O-])cc1)NC(=O)c1ccc(Br)cc1	-4%	-8%	1%	-2	2%	-5%	-12%	-0.3%	-4%	0%	-4%
9	COc1ccc(CN(C)CC2CCCN(CCc3ccc(F)cc3)C2)cc1OC (stereo not given)	-15%	u	u	1	1%	1%	-12%	0.1%	0%	-5%	-35%
10	Cc1nc2ccccn2c1C(=O)NCC(C)C	2%	-4%	9%	-4	0%	3%	1%	-1.1%	6%	-2%	-11%
11	CCCCNS(=O)(=O)c1ccc2nc(SCC(=O)Nc3ccccc3)[nH]c2c1	-3%	-9%	-6%	0	-6%	-9%	0%	3.4%	-1%	-1%	-13%
12	O=C(Nc1cccc(C(=O)N2CCCCC2)c1)C1CCC1	x	x	-6%	x	x	x	35%	x	0%	-3%	6%
13	O=C1/C(=C/c2ccc(F)cc2)Oc2cc(OC(=O)N3CCOCC3)ccc21	4%	2%	1%	24	-1%	4%	20%	-0.7%	8%	-2%	5%
14	c1ccc2c(c1)CCN(c1ncnc3c1[nH]c1ccccc13)C2	-34%[inhibitor]	-38%[inhibitor]	-11%	u	0%	-2%	-54%[inhibitor]	0.2%	-3%	-7%	-99%
15	COc1ccc(/C=C2\C(=O)c3ccccc3OC2c2ccccc2)cc1 (stereo not given)	4%	3%	u	7	2%	9%	0%	0.0%	35%	-4%	-24%
16	O=C1CSC(c2ccccn2)N1c1ccc(Cl)c(Cl)c1 (stereo not given)	-5%	-4%	-2%	x	2%	1%	-16%	0.3%	4%	-2%	0%[1.84 µM]
17	CC(=O)c1ccc(OCC(=O)N(C)CC(=O)Nc2ccc(N3CCOCC3)cc2)cc1	-3%	7%	18%	1	-1%	20%	19%	-2.5%	-3%	-2%	-6%
18	Cc1cc(NS(=O)(=O)c2ccc(NC(=O)Cc3cccs3)cc2)no1	3%	0%	x	-4	5%	12%	0%	0.1%	5%	-3%	-6%
19	O=C(Nc1ccc(-c2cn3c(n2)SCC3)cc1)c1ccc2c(c1)OCO2	6%	2%	-1%	18	-1%	10%	7%	0.5%	-1%	3%	21%
20	NNC(=O)c1cnn(-c2ccccc2)c1C(F)(F)F	1%	5%	2%	17	2%	-1%	24%	0.1%	-1%	-2%	9%
21	COc1ccccc1OCC(=O)Nc1ccc(C(N)=O)cc1	-2%	-2%	-3%	-1	2%	3%	0%	0.0%	9%	-2%	-1%
22	COc1cccc(N2CCN(C(=O)CCNS(=O)(=O)c3ccc(F)c(F)c3)CC2)c1	-4%	-3%	21%	x	5%	-18%	0%	0.1%	-1%	-5%	-12%
23	O=C(CN1C(=O)NC2(CCCCC2)C1=O)NCc1cccs1	2%	u	0%	-2	2%	-2%	33%	0.3%	5%	-3%	12%
24	CC(N)(C(=O)O)c1cccc(OCc2cccc(Cl)c2)c1 (stereo not given)	2%	1%	-10%	-1	-2%	-16%	-2%	-0.1%	3%	-2%	4%
25	N#CC1(NC(=O)CSc2nc3ccccc3s2)CCCCC1	1%	-1%	1%	30	3%	-7%	-5%	0.0%	-1%	-1%	-14%
26	COc1ccc(CNC(=S)Nc2ccc(Br)cc2)cc1	-10%	x	3%	u	0%	u	-21%	3.6%	-1%	-1%	-5%
27	Cc1cccc(NC(=O)CNC(=O)Cn2ncc(Cl)c(Cl)c2=O)c1C	-8%	-19%	-9%	x	2%	-3%	-53%[inhibitor]	-0.7%	-3%	6%	-93%
28	CC(C)CNC(=O)c1c(N)n(/N=C/c2ccccn2)c2nc3ccccc3nc12	2%	2%	1%	21	2%	7%	0%	0.1%	25%	-4%	-16%
29	CCOC(=O)C1=CN(Cc2ccco2)S(=O)(=O)NC1c1ccc(C(F)(F)F)cc1 (stereo not given)	1%	4%	6%	x	0%	-2%	0%	-0.7%	-2%	-6%	0%
30	COc1cc(OC)c(C(=O)Nc2ccc(C(=O)c3ccccc3)cc2)cc1OC	-16%	-45%[inhibitor]	-2%	-5	3%	-11%	-17%	0.4%	u	2%	21%

Some values from the list:
`CC(C)c1ccc(Nc2nc(NCc3ccco3)nc(N3CCOCC3)n2)cc1` in uPA surface inh = 3%
`CCOC(=O)c1cc(-c2ccccc2)sc1NC(=O)C(C)OC(=O)c1ccncc1` (stereo not given) in ELG1 genotox = -9%

(cont.)
item	canonical_smiles	ELG1 genotox	p53 reactivation	uPA surface inh	TRPV1 ag	USP2a inh	Eya2 inh	a7 integrin act	B2AR arrestin	ASM inhibitor	PTAP TSG101 blk	BRCA1 expr act
31	Cc1cc(C(=O)NNc2ccc(F)cc2)no1	9%	-1%	-6%	0	2%	1%	4%	-1.0%	3%	0%	-22%
32	NS(=O)(=O)c1cccc(NC(=O)COC(=O)CC2CC3CCC2C3)c1 (stereo not given)	2%	-1%	-8%	u	-1%	5%	9%	5.0%	-3%	-1%	-3%
33	C=C1CCC[C@]2(C)C[C@H]3OC(=O)C(CNC(CC)CO)[C@H]3CC12 (stereo not given in full)	-3%	-6%	-16%	2	1%	-12%	-6%	-0.6%	3%	1%	-91%
34	CCCOc1cccc(C(=O)NCCNC(=O)c2ccccn2)c1	2%	-5%	1%	-2	-1%	5%	-16%	0.2%	-1%	-1%	-15%
35	Cc1ccc(OC(=O)c2cccnc2)cc1	10%	2%	2%	14	0%	8%	34%	0.1%	2%	-9%	-30%
36	CN(C(=O)c1cccc(NC(=O)Cc2ccc(NC(=O)C3CCCN(C(=O)c4ccccc4)C3)cc2)c1)C1CCC1 (stereo not given)	x	x	-2%	x	x	x	-17%	x	0%	-7%	1%
37	COc1ccccc1-n1cc(C(=O)NCC(=O)NCc2ccc(F)cc2)c2ccccc2c1=O	0%	-5%	0%	0	0%	-16%	0%	-0.2%	3%	-3%	0%
38	COc1ccc(OC)c(NC(=O)C2CCCCC2C(=O)O)c1 (stereo not given)	-1%	-9%	-5%	2	1%	-5%	-2%	-0.1%	1%	-2%	0%
39	O=C(COC(=O)/C=C/c1ccc(C(F)(F)F)cc1)NCc1ccco1	10%	19%	-3%	1	0%	-13%	4%	-0.1%	-2%	-5%	23%
40	CCN(C(=S)NC(=O)c1ccccc1Br)C1CCCCC1	-6%	14%	-8%	24	-10%	-5%	18%	-0.5%	3%	-2%	-16%
41	CCC(C)C(NC(=O)CCC(=O)OCC(=O)[C@@]1(O)CCC2[C@@H]3CCC4=CC(=O)C=C[C@]4(C)C3[C@@H](O)C[C@@]21C)C(=O)O (stereo not given in full)	11%	5%	-15%	-2	-7%	9%	-23%	-0.2%	1%	-3%	2%
42	O=C(c1noc2c1CCCC2)N1CCOCC1	0%	7%	9%	4	3%	-10%	u	-0.2%	0%	-2%	2%
43	CCOC(=O)c1cnc2c(C(F)(F)F)cccc2c1N1CCN(C)CC1	-3%	3%	-1%	u	4%	6%	-23%	-0.1%	-2%	0%	-25%
44	O=C(CNc1ccccc1C(=O)O)c1ccccc1	10%	20%	3%	0	-1%	-2%	-10%	-0.7%	-2%	0%	34%
45	COC(=O)CC(NC(=S)NC(=O)c1ccccc1)c1ccc(Br)cc1 (stereo not given)	0%	-7%	-4%	-5	-4%	-6%	-16%	0.3%	-2%	0%	-30%
